# influenza NS1A: H1N1 influenza NS1A inhibitors, functional cell based assay (AID 504329); NS1A functional cell-based assay, percent inhibition; higher % means a stronger effect; inhibition, % at 12.5 µM, or IC50 in µM where a hit was titrated; actives 0.3% (n = 340,000); in the data active = a potency from the dose series; inconclusive = inhibition above about 27% without an active follow-up result; note: strong numbers were not always called active
# PhoP GFP inhibition: PhoP regulon inhibitors, Salmonella typhi PhoP promoter GFP reporter, confirmatory (AID 1850) | actives 0.33% (n = 310,000) | inhibition, % at 50 µM; hits with a dose series show IC50 in µM | Salmonella Typhi PhoP-promoter GFP reporter, fluorescence, 4 h; higher % means a stronger effect; in the data active = a potency from the dose series; inconclusive = inhibition mostly from about 25% at the one dose, without a potency; inactive = the rest, 99 in 100 with inhibition below about 19%;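 note: 0% = induced wells with vehicle and 100% = uninduced wells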
# tuberculosis growth: growth inhibition of non-replicating M. tuberculosis (AID 488890); inhibition, % at 25 µM; hits with a dose series show IC50 in µM; Mycobacterium tuberculosis non-replicating, growth inhibition; higher % means a stronger effect; actives 0.39% (n = 320,000); in the data active = a potency from the dose series; inconclusive = inhibition mostly from about 82% at the one dose, without a potency; inactive = the rest, 99 in 100 with inhibition below about 76%;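 note: plate controls were DMSO cells for no effect and high antibiotic wells for full effect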
# H37Rv inhibition: M. tuberculosis growth inhibition, HTS (AID 449762). actives 0.59% (n = 330,000). inhibition, % at 25 µM; hits with a dose series show IC50 in µM. M. tuberculosis H37Rv growth inhibition, 7H9 media; higher % means a stronger effect; in the data active = a potency from the dose series; inconclusive = inhibition above about 70% without an active follow-up result;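 note: bacterial growth assessed after seven days of incubation; strong numbers were not always called active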
# inhibitors of VEEV: inhibitors of VEEV TC-83 cytopathic effect, confirmation, Vero cells (AID 588727); Vero cells, VEEV TC-83 cytopathic effect inhibition; higher % means a stronger effect; inhibition, % at 20 µM, or IC50 in µM where a hit was titrated; actives 0.13% (n = 350,000); in the data active = a potency from the dose series; inconclusive = inhibition mostly from about 14% at the one dose, without a potency; inactive = the rest, 99 in 100 with inhibition below about 12%; note: strong numbers were not always called active
# inhibitors of VEEV 10K pilot screen: recorded beside inhibitors of VEEV, whose call it bears; inhibition, %; measured here: 10K pilot screen inhibition
# Starred values were filed as active, the others as inactive; i = inactive; ? = inconclusive; · = no result given; & = joins results of further samples. Not a hit list; any-hit rate near 1.4%.
SMILES,influenza NS1A,PhoP GFP inhibition,tuberculosis growth,H37Rv inhibition,inhibitors of VEEV,others
COc1ccccc1N(CC(=O)N/N=C/c1ccccc1C(=O)O)S(C)(=O)=O,-13.9%,-2.3%,-9.5%,-3.6%,1.6%,
O=[N+]([O-])c1ccc(-n2nnnc2-c2ccccc2)cc1,9.1%,2.4%,·,3.1%,0.3%,
C[C@H]1NS(=O)(=O)c2ccc(Br)cc2O[C@H]1c1ccccc1,-13.4%,·,·,·,0.8%,
Cc1nnc(SCc2cn3ccsc3n2)n(N)c1=O,5.5%,-16.9%,18.5%,9.5%,0.7%,inhibitors of VEEV 10K pilot screen=0.3
CCC1Nc2ncnc(N3CCN(c4ccccc4)CC3)c2N(Cc2ccc(OC)cc2)C1=O (configuration not stated),10.0%,-0.5%,41.8%,44.5%,0.5%,
O=C(COc1ccc(Br)cc1Cl)NCCCN1CCOCC1,-5.4%,-3.4%,5.4%,-2.9%,2.0%,
COC(=O)C1(NC(=O)NC23CC4CC(CC(C4)C2)C3)CCCCC1,1.9%,-14.2%,13.0%,-0.8%,3.9%,
COC(=O)c1c(CSc2ccc(C)c(C)c2)noc1C(=O)NCc1ccc(OC)cc1,4.1%,-7.5%,5.2%,1.1%,i,
Cc1cc(=O)oc2ccc(OCC(=O)N3CCC(C)CC3)cc12,-3.3%,24.9%,-7.1%,1.3%,i,
OCCSc1ncnc2c1oc1ccccc12,2.2%,12.3%,1.8%,-3.8%,3.1%,
Cc1cccc(NC(=O)CSc2nnc(-c3ccco3)c(-c3ccco3)n2)c1,-1.0%,·,·,·,3.0%,
CCOc1ccc2[nH]cc(S(=O)(=O)c3ccc(F)cc3)c(=O)c2c1,3.9%,6.0%,·,-9.0%,2.8%,
CC1(C)CC(=O)C=C(c2ccc(Cl)c(C(F)(F)F)c2)C1,3.4%,·,-6.9%,-1.9%,1.2%,inhibitors of VEEV 10K pilot screen=1.6
COc1ccccc1N(Cc1cc(=O)[nH]c2ccccc12)C(=O)c1ccccc1,-1.9%,7.5%,28.3%,-8.4%,8.9%,
O=C(CNc1cccc(Cl)c1)NNC(=S)NCc1ccccc1,3.0%,-7.4%,-15.2%,4.9%,3.0%,
Nc1cc(N)cc(-c2nc3ccccc3o2)c1,2.8%,-2.1%,·,-1.4%,6.8%,
CC(=O)c1cc(-c2ccccc2)n(CC(=O)N2CCC(C)CC2)c1C,-8.6%,1.8%,6.0%,1.6%,0.8%,
O=C(Nc1ccc(Oc2ccc(S(=O)(=O)N3CCOCC3)cn2)cc1)c1ccco1,2.4%,-6.2%&0.0%,66.3%,11.1%,3.2%,
CC1=NN(C(C#N)c2cccc([N+](=O)[O-])c2)C(C)(C)C1 (configuration not stated),-3.1%,1.7%,14.6%,0.7%,1.2%,
Cc1ccc(S(=O)(=O)N2CCOCC2)cc1C(=O)N(Cc1nnc(-c2ccccc2Cl)o1)C1CC1,-9.8%,-8.7%,18.8%,-9.7%,8.8%,
O=C(Nc1ccc(N2CCOCC2)cc1)c1ccc(S(=O)(=O)NCc2ccco2)cc1,10.7%,28.4%,2.3%,-2.9%,i,
O=C(CSc1nnc(COc2cccc3cccnc23)o1)N1CCCC1,5.1%,7.0%,-3.1%,-2.1%,0.6%,
FC(F)(F)c1ccc(-c2cccc3c2C2CC3CCN2Cc2ccccc2)cc1 (configuration not stated),7.3%,·,·,·,i,
COc1ccc(CNC(=O)Cn2nc(Cc3cccnc3)c3ccccc3c2=O)cc1,4.7%,-6.4%,-9.0%,-4.4%,1.7%,
CC(=O)c1c(C)[nH]c(C(=O)COC(=O)CCCOc2ccccc2)c1C,10.0%,-1.2%,27.8%,-3.7%,1.3%,

# 2 records picked at random from those above:
SMILES,influenza NS1A,PhoP GFP inhibition,tuberculosis growth,H37Rv inhibition,inhibitors of VEEV,others
COC(=O)C1(NC(=O)NC23CC4CC(CC(C4)C2)C3)CCCCC1,1.9%,-14.2%,13.0%,-0.8%,3.9%,
COc1ccc(CNC(=O)Cn2nc(Cc3cccnc3)c3ccccc3c2=O)cc1,4.7%,-6.4%,-9.0%,-4.4%,1.7%,

# Next part
SMILES,influenza NS1A,PhoP GFP inhibition,tuberculosis growth,H37Rv inhibition,inhibitors of VEEV,others
O=C(Oc1ccccc1[N+](=O)[O-])c1cccnc1,-6.1%,13.3%,10.6%,-5.2%,0.4%,
CCNC(=S)N1CCN(S(=O)(=O)/C=C/c2ccccc2)CC1,9.2%,-3.2%,-8.4%,3.7%,1.3%,
Cc1ccc(-n2c(C)cc(C(=O)COc3cccnc3[N+](=O)[O-])c2C)cc1,3.9%,-5.7%,-12.9%,0.2%,2.1%,
c1ccc(-n2nnnc2-c2cccc3ccccc23)cc1,-15.5%,·,·,·,6.0%,
O=C(Nc1cccnc1Oc1ccc(Cl)cc1)c1cccc2ccccc12,-6.1%,-8.7%,7.3%,23.3%,2.6%,
COc1ccc(C2=NOC(Cn3nc(C(=O)NCc4cccc(Br)c4)cc3-c3ccccc3)C2)cc1 (configuration not stated),-5.2%,·,8.7%,-0.3%,1.2%,
Cc1cccc(-c2noc(CN(C(C)C)S(=O)(=O)c3ccc(F)cc3)n2)c1,-2.9%,-7.0%,15.0%,1.5%,6.1%,
Clc1cccc(-c2nnc(SCc3nc4ccccc4[nH]3)n2Cc2ccco2)c1,-5.6%,7.4%,34.0%,-2.1%,2.7%,
CCNc1nc(NCC)n2c(SCc3nc4ccccc4c(=O)[nH]3)nnc2n1,-8.4%,-7.6%,48.6%,-5.6%,8.7%,
NC(=O)c1ccc(NCC2COc3ccccc3O2)c([N+](=O)[O-])c1 (configuration not stated),4.0%,3.4%,2.7%,1.3%,1.4%,
Cc1cc(C)nc(N2CCC(C(=O)NCc3ccccc3)CC2)n1,-5.4%,3.0%,-9.9%,-4.0%,1.4%,
COc1ccc(/C=C/C(=O)N2CCN(c3ccccn3)CC2)cc1OC,-4.3%,-2.7%,0.8%,2.5%,i,
Cc1cccc(N2CCN(C(=O)CC(NC(=O)c3ccccc3Cl)c3ccccc3)CC2)c1C (configuration not stated),1.7%,-6.7%,40.8%,5.6%,3.4%,
O=C1C[C@H](NC(=O)OCc2ccccc2)CO1,-10.5%,·,1.2%,-3.0%,1.6%,
Cc1oc(C(C)(C)C)cc1C(=O)Nc1ccc(C(=O)O)cc1,-19.9%,1.1%,4.7%,4.0%,1.1%,
CCC(C)(C)n1nnnc1CN(Cc1cc2cc(OC)c(OC)cc2[nH]c1=O)C1CCCC1,-5.5%,-15.5%,20.9%,-1.0%,11.1%,
Cc1ccc(-n2c(CNc3cccc(Cl)c3)n[nH]c2=S)cc1,5.9%,-8.4%,-0.5%,3.2%,i,
COc1ccc(CNC(=O)COC(=O)/C=C/c2cccc(Br)c2)cc1OC,-5.4%,-4.9%,-1.0%,0.4%,0.7%,
Cc1ccc(CCNC(=O)NC(C)(C)C)cc1,0.6%,-2.1%,-3.2%,1.0%,i,
CCOc1ccc2[nH]c(=O)c(CN(Cc3ccccc3OC)C(=O)c3ccccc3)cc2c1,21.1%,0.3%,2.7%,-2.1%,3.4%,
O=C(COC(=O)CN1C(=O)NC2(CCCC2)C1=O)Nc1c(Cl)cccc1C(F)(F)F,-4.7%,4.1%,-18.7%,-13.4%,2.4%,
CCOC(=O)c1ccccc1NC(=O)COc1coc(CN2CCc3ccccc32)cc1=O,-6.6%,3.2%,70.8%,17.9µM*,7.7%,
CC1Cc2ccccc2N1C(=O)CN1CCN(Cc2ccccc2)CC1 (configuration not stated),-5.4%,2.2%,-11.3%,-9.8%,i,
O=S(=O)(c1ccccc1F)N1CCC(Oc2ccc(-n3cnnn3)cc2)CC1,-6.6%,-12.2%,19.1%,4.6%,1.3%,
FC(F)(F)COc1ccc(-c2nnc(SCc3c(Cl)cccc3Cl)o2)cn1,-3.2%,1.2%,6.8%,-1.1%,1.8%,

# Ordered by SMILES length (descending): part of the list above.
SMILES,influenza NS1A,PhoP GFP inhibition,tuberculosis growth,H37Rv inhibition,inhibitors of VEEV,others
O=C(COC(=O)CN1C(=O)NC2(CCCC2)C1=O)Nc1c(Cl)cccc1C(F)(F)F,-4.7%,4.1%,-18.7%,-13.4%,2.4%,
O=S(=O)(c1ccccc1F)N1CCC(Oc2ccc(-n3cnnn3)cc2)CC1,-6.6%,-12.2%,19.1%,4.6%,1.3%,
COc1ccc(/C=C/C(=O)N2CCN(c3ccccn3)CC2)cc1OC,-4.3%,-2.7%,0.8%,2.5%,i,

# The listing picks up; the two compounds before the break are reprinted first.
SMILES,influenza NS1A,PhoP GFP inhibition,tuberculosis growth,H37Rv inhibition,inhibitors of VEEV,others
O=S(=O)(c1ccccc1F)N1CCC(Oc2ccc(-n3cnnn3)cc2)CC1,-6.6%,-12.2%,19.1%,4.6%,1.3%,
FC(F)(F)COc1ccc(-c2nnc(SCc3c(Cl)cccc3Cl)o2)cn1,-3.2%,1.2%,6.8%,-1.1%,1.8%,
COc1ccc(OC(=O)c2ccncc2)cc1,3.9%,-12.3%,17.8%,-6.9%,i,
CCN(c1ccccc1)S(=O)(=O)c1ccc(C(=O)OC(C)C(=O)NCCC2=CCCCC2)cc1 (configuration not stated),-11.1%,-2.2%,-3.3%,3.9%,i,
COC(=O)c1ccc(C2C(C(=O)OCC(C)C)=C(C)N=C3SCCC(=O)N32)cc1 (configuration not stated),6.3%,8.9%,6.5%,-4.6%,1.4%,inhibitors of VEEV 10K pilot screen=0.6
O=C(NC1CCCCCC1)c1ccc(CS(=O)Cc2cccc(Cl)c2)o1 (configuration not stated),-4.7%,8.2%,15.0%,-0.4%,2.8%,
Cn1ncc2cc(NC(=S)NC(=O)c3ccccc3)ccc21,5.8%,11.8%,29.8%,-8.8%,i,
Clc1ccc(C2[C@H]3CN(Cc4cccnc4)[C@H](c4ccccc4)C34CC2(c2cccnc2)C4)cn1 (some centres not stated),22.9%,10.1%,69.9%,?,2.5%,
CCCNC(=O)N1c2ccccc2Sc2ccccc21,-2.0%,-23.6%,5.5%,-2.7%,81.8%,
CCOC(=O)CN1C(=O)C2Cc3ccccc3CN2C1=S (configuration not stated),-2.3%,-12.1%,11.1%,9.8%,2.1%,
N#CCC(=O)Nc1ccc(C(=O)NNC(=S)NC2CCCCC2)cc1,·,·,-6.0%,8.5%,·,
Cc1ccc(C)c(N2CCN(C(=O)C34CC5CC(C3)CC(n3nnc(C)n3)(C5)C4)CC2)c1,-9.0%,2.2%,39.6%,67.5%,10.1%,
O=C(Cc1ccccc1)N1CCN=C1SCc1ccc([N+](=O)[O-])cc1,-1.2%,-2.2%,?,1.0%,2.8%,
N#C/C(=C\C=C\c1ccccc1)c1nc(-c2ccc3c(c2)OCO3)cs1,1.8%,-0.1%,-1.6%,0.3%,0.4%,
CCOC(=O)c1c(C)[nH]c(C)c1C(=O)COC(=O)c1ccc([N+](=O)[O-])s1,-1.8%,·,1.65µM*,?,2.0%,
COc1ccc(OCC(=O)N/N=C(\CCC(=O)O)c2cccs2)cc1,-3.5%,2.7%,9.7%,-0.8%,0.8%,
CC(C)=CCN1CCN(Cc2ccc(Sc3nncn3C)o2)CC1CCO (configuration not stated),-2.7%,-0.8%,8.0%,6.7%,4.2%,
Cc1cc(NC(=O)CC2(CC(=O)O)CCCC2)n(C)n1,-1.0%,0.7%,-2.5%,2.7%,i,
CCc1ccc(CN2C(=O)CCC2(C)C(=O)NC2CCCC2)cc1 (configuration not stated),2.3%,-0.9%,4.9%,-2.6%,1.8%,
CCN1CCc2c(sc(NC(=O)c3ccc(S(=O)(=O)N4CC(C)OC(C)C4)cc3)c2C(N)=O)C1 (configuration not stated),-1.7%,-2.3%,6.0%,1.9%,3.6%,
O=C(O)CCCC(=O)Nc1ccccc1Oc1ccccc1,0.8%,4.8%,-11.5%,-1.7%,0.5%,
O=C(N/N=C\c1ccc(Cl)s1)c1cccs1,7.2%,78.5µM*,-2.7%,63.3%,0.1%,

# Assay outcomes from PubChem.
